# Pol eta inh – DNA polymerase eta (human) inhibition | Q9Y253 | 1.2% of 390,000 active | Potency, µM (titrated, usually from 114 µM), inactives show at the top dose activity change, negative = inhibition, hits mostly inhibitors | recombinant Pol eta, fluorescent DNA replication assay; active = well fitted inhibition curve with a large enough effect; inconclusive = small, poorly fitted or top-dose-only effect, or another doubt; inactive = no such curve, though single readings can be large or run the other way
# Target sequence (Q9Y253 whole entry, looked up): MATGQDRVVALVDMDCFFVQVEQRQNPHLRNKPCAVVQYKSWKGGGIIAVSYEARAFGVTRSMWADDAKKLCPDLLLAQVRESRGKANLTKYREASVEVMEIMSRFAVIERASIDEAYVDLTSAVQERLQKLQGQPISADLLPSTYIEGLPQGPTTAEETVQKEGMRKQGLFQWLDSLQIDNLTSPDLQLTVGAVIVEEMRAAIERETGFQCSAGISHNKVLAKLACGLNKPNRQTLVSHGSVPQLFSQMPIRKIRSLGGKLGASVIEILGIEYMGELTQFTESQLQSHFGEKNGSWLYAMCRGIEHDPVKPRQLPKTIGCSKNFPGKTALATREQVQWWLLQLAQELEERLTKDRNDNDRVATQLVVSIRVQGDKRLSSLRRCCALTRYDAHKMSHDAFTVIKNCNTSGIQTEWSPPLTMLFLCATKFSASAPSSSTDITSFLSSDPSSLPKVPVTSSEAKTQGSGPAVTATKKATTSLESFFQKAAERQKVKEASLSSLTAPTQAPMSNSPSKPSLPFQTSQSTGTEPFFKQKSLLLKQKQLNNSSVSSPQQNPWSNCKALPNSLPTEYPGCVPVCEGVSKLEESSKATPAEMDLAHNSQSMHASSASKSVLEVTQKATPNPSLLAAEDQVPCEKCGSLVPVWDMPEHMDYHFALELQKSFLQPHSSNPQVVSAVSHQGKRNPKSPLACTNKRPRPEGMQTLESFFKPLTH
#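 Fluorescent replication assay: 50 nM final substrate added after a 15 min room-temperature compound preincubation with 10 nM enzyme. Signal taken at 0 min and again at 10 min.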
# Starred values were filed as active, the others as inactive; ? = inconclusive. % is set by controls: 0 for no effect and ±100 for the full control effect; potency is the fitted concentration of half-maximal effect.
# Start of the listing, in advance, 17 compounds:
Pol eta inh,compound
0%,S=c1[nH]cc2cnccn12
-27%,C[C@H](CO)N1C[C@H](C)[C@@H](CN(C)Cc2cccc(F)c2)Oc2cc(-c3cccc(C#N)c3)ccc2S1(=O)=O
-8%,C[C@@H]1CN([C@H](C)CO)C(=O)CCCn2cc(nn2)CO[C@H]1CN(C)C(=O)Nc1ccccc1
-7%,CCOc1cccc(Cc2c[nH]c(=O)[nH]c2=O)c1
-9%,CCOC(=O)N1CCC(=NNC(N)=O)C1
-7%,CN(C)S(=O)(=O)c1ccc2c(c1)nc(CCC(=O)NCC(=O)Nc1ccc(F)c(F)c1F)n2C
-7%,Cc1ccc(NC2CCCN(C(=O)c3cc(C(C)C)nn3C)C2)cc1C (stereo unspecified)
-16%,CC(C#N)(NC(=O)CN1CCN(S(=O)(=O)c2cccc(F)c2)CC1)C1CC1 (stereo unspecified)
-8%,N#CC(=Cc1ccccn1)c1nc(-c2ccc(Cl)cc2)cs1
-19%,CCCCCCN1C[C@H](O)[C@@H](n2cc(C3CC3)nn2)C[C@@H]1c1ccc(Cl)cc1
-5%,Cc1ccc(CCNC(=O)CN2C(=O)CSc3ccc(S(=O)(=O)N4CCOCC4)cc32)cc1
-3%,COc1ccc(NC(=O)[C@H](C)NS(=O)(=O)c2ccc(NC(C)=O)cc2)cc1Cl
4%,O=C(c1ccoc1)N1CCN(c2cc(-c3cccc(F)c3)nc3cc(-c4cccc(Cl)c4)nn23)CC1
-14%,C[C@H]1CCCCO[C@H](CN(C)CC2CCCCC2)[C@@H](C)CN([C@@H](C)CO)C(=O)c2cc(NS(=O)(=O)c3ccccc3)ccc2O1
-20%,CCCCCC(=O)N1C[C@@H](n2cc(-c3ccc(F)cc3)nn2)[C@H](O)C[C@@H]1c1ccc(C)cc1
-22%,COc1ccccc1C(=O)NCCC(=O)NCCOc1ccc(C)cc1
-4%,CCN1C(=O)[C@H]2[C@@H](c3ccc(OC)cc3)N[C@]3(CCCN(Cc4ccc(C)cc4)C3=O)[C@H]2C1=O

# Results, previewed entries included:
Pol eta inh,compound
0%,S=c1[nH]cc2cnccn12
-27%,C[C@H](CO)N1C[C@H](C)[C@@H](CN(C)Cc2cccc(F)c2)Oc2cc(-c3cccc(C#N)c3)ccc2S1(=O)=O
-8%,C[C@@H]1CN([C@H](C)CO)C(=O)CCCn2cc(nn2)CO[C@H]1CN(C)C(=O)Nc1ccccc1
-7%,CCOc1cccc(Cc2c[nH]c(=O)[nH]c2=O)c1
-9%,CCOC(=O)N1CCC(=NNC(N)=O)C1
-7%,CN(C)S(=O)(=O)c1ccc2c(c1)nc(CCC(=O)NCC(=O)Nc1ccc(F)c(F)c1F)n2C
-7%,Cc1ccc(NC2CCCN(C(=O)c3cc(C(C)C)nn3C)C2)cc1C (stereo unspecified)
-16%,CC(C#N)(NC(=O)CN1CCN(S(=O)(=O)c2cccc(F)c2)CC1)C1CC1 (stereo unspecified)
-8%,N#CC(=Cc1ccccn1)c1nc(-c2ccc(Cl)cc2)cs1
-19%,CCCCCCN1C[C@H](O)[C@@H](n2cc(C3CC3)nn2)C[C@@H]1c1ccc(Cl)cc1
-5%,Cc1ccc(CCNC(=O)CN2C(=O)CSc3ccc(S(=O)(=O)N4CCOCC4)cc32)cc1
-3%,COc1ccc(NC(=O)[C@H](C)NS(=O)(=O)c2ccc(NC(C)=O)cc2)cc1Cl
4%,O=C(c1ccoc1)N1CCN(c2cc(-c3cccc(F)c3)nc3cc(-c4cccc(Cl)c4)nn23)CC1
-14%,C[C@H]1CCCCO[C@H](CN(C)CC2CCCCC2)[C@@H](C)CN([C@@H](C)CO)C(=O)c2cc(NS(=O)(=O)c3ccccc3)ccc2O1
-20%,CCCCCC(=O)N1C[C@@H](n2cc(-c3ccc(F)cc3)nn2)[C@H](O)C[C@@H]1c1ccc(C)cc1
-22%,COc1ccccc1C(=O)NCCC(=O)NCCOc1ccc(C)cc1
-4%,CCN1C(=O)[C@H]2[C@@H](c3ccc(OC)cc3)N[C@]3(CCCN(Cc4ccc(C)cc4)C3=O)[C@H]2C1=O
-2%,O=C(Cc1ccccc1F)Nc1cccc(S(=O)(=O)N2CCCCC2)c1
-9%,CC1=C(C(=O)N(C)C)CC(CC(=O)NCCCN(C)C)C(=O)N1Cc1ccccc1 (stereo unspecified)
-20%,CC(C)C#Cc1cnc2c(c1)C(=O)N([C@H](C)CO)C[C@@H](C)[C@H](CN(C)C(=O)Nc1ccccc1F)O2

# More records follow.
Pol eta inh,compound
-15%,CN(N=Cc1ccccc1)C(=S)Nc1ccccc1
-2%,Nc1cc(N)nc(SCc2ccccc2Cl)n1
-16%,CCCCn1nc(C(=O)N(C)Cc2nc3ccccc3c(=O)[nH]2)c2ccccc2c1=O
-20%,CC1COC(=C2C(=O)OCC2C)C1 (stereo unspecified)
-12%,C[C@H]1CN([C@@H](C)CO)C(=O)c2cc(Br)cnc2O[C@H]1CN(C)S(=O)(=O)c1ccccc1F
-3%,CC1(C)CC2(OC2c2ccccc2)C(=O)c2ccccc21 (stereo unspecified)
-5%,CC1(C)CN(CCc2ccccc2)C(=O)[C@H]1CC(=O)Nc1ccc(Br)cc1
-6%,COc1ccc(NC(=O)N(C)C[C@@H]2OCc3cnnn3CCCC(=O)N([C@H](C)CO)C[C@H]2C)cc1
-11%,COc1ccc(CN2C(=O)C(CC(=O)NC3CCCCC3)CC(C(=O)N3CCOCC3)=C2C)cc1 (stereo unspecified)
-8%,CCOC(=O)c1c(C)[nH]c(C(=O)N(C)CC(=O)Nc2ccc(OCC)c(OCC)c2)c1C
-16%,C[C@@H]1CN([C@@H](C)CO)C(=O)c2cc(Br)cnc2O[C@@H]1CN(C)S(C)(=O)=O
-16%,Cc1ccc(C)c(OCC(=O)OCc2csc(CC(=O)Nc3ccccc3C)n2)c1
-2%,O=C(C1CCCCC1)N1C[C@@H](n2cc(C3CC3)nn2)[C@H](O)C[C@@H]1c1ccc(Cl)cc1
-7%,CC(=O)Nc1cccc(NC(=O)C2CCCO2)c1 (stereo unspecified)
-20%,Cc1sc2nc(-c3ccccc3F)oc(=O)c2c1C
-11%,CN1CCN(C2CN(Cc3ccc([N+](=O)[O-])cc3)S(=O)(=O)C2)CC1 (stereo unspecified)
-12%,CC(C)(CO)CN1CCC(n2nccc2NC(=O)C2CCOC2)CC1 (stereo unspecified)
-18%,COc1ccc(Br)cc1CNC(=O)C1CCCN(S(=O)(=O)N2CCC(C)CC2)C1 (stereo unspecified)
-17%,Cc1ccc(S(=O)(=O)N(C)C[C@@H]2OCCCC[C@@H](C)Oc3ccc(NS(=O)(=O)c4c(C)noc4C)cc3C(=O)N([C@H](C)CO)C[C@@H]2C)cc1
-9%,CC(C)N(C(=O)Cn1cc(S(=O)(=O)CC(=O)NCCc2ccccc2)c2ccccc21)C(C)C

# More compounds follow.
Pol eta inh,compound
-5%,O=C(CCN1CCCCO1)NC1CCCc2c1cnn2-c1ccc(F)cc1F (stereo unspecified)
-2%,C=CCOC(=O)COc1ccc2c3c(c(=O)oc2c1)CCCC3
-7%,COc1ccc(CNC(=O)COC(=O)c2c(NC(C)=O)sc(C)c2C)cc1OC
-7%,CC1CCC(N(C)C(=O)CN2C(=O)NC(c3ccccc3)(c3ccccc3)C2=O)CC1 (stereo unspecified)
-13%,CC(C)C#Cc1cnc2c(c1)C(=O)N([C@@H](C)CO)C[C@@H](C)[C@H](CN(C)Cc1cccc(F)c1)O2
-16%,Cc1ccc([C@H]2N[C@]3(CCCN(Cc4ccc(Cl)cc4)C3=O)[C@H]3C(=O)N(C)C(=O)[C@@H]23)cc1
-19%,CCc1ccc([C@@H]2C[C@H]3[C@@H](CN2S(=O)(=O)c2ccc(C)cc2)C(=O)C[C@@H](c2ccccc2F)N3S(=O)(=O)c2ccc(C)cc2)cc1
-17%,CCn1cc(/C=C(\NC(=O)c2ccccc2F)C(=O)N2CCN(C)CC2)c2ccccc21
-2%,COc1ccc(C(C#N)CC(=O)c2ccc3c(c2)OCO3)cc1OC (stereo unspecified)
3%,CCN(CC)C(=O)C1=C(C)N(CCCN2CCCC2=O)C(=O)C(CC(=O)NC2CCCCC2)C1 (stereo unspecified)
-23%,C[C@@H]1CN([C@@H](C)CO)C(=O)c2cc(/C=C/c3ccccc3)cnc2O[C@@H]1CN(C)S(=O)(=O)c1ccc(F)cc1
-2%,COc1ccc(Cc2nc3ccc(C(=O)N4CCCCC4CO)cc3o2)cc1OC (stereo unspecified)
-8%,N#Cc1cccc(C(Br)S(=O)(=O)c2ccccc2)c1 (stereo unspecified)
-3%,CC(C)CC1NC(=O)c2cccnc2-n2c1nc1ccccc1c2=O (stereo unspecified)
8%,O=C1CSC(=S)N1N=Cc1cccc(OCc2ccccc2)c1
-14%,CC(C)(C)Cc1c(-c2ccc(Cl)cc2)nc2ccc(Br)cn12
-18%,COc1ccc(OCC(=O)N2CCc3ccccc32)c([N+](=O)[O-])c1
-8%,CS(=O)(=O)c1ccc(Cl)c(NC(=O)CSc2nnc3n2CCCCC3)c1
25µM*,NC(CSC(c1ccccc1)(c1ccccc1)c1ccc(-c2ccccc2)cc1)C(=O)O (stereo unspecified)
-8%,CCCCNC(=S)N(CCCO)Cc1cc2cc3c(cc2[nH]c1=O)OCO3

# New compounds follow.
Pol eta inh,compound
?,CN(c1ccccc1)S(=O)(=O)c1cc(C(=O)NCc2ccco2)ccc1Cl
-19%,C[C@H]1CN([C@@H](C)CO)C(=O)CCCn2nncc2CO[C@@H]1CN(C)C(=O)Nc1cccc2ccccc12
-10%,O=C(Nc1ccccc1Cl)c1ccccc1CC(O)(c1ccccc1)c1ccccc1
-18%,COc1cccc(S(=O)(=O)N(C)C[C@H]2Oc3ncc(Br)cc3C(=O)N([C@@H](C)CO)C[C@@H]2C)c1
-21%,O[C@@H]1C[C@H](c2ccc(Cl)cc2)N(Cc2cccs2)C[C@H]1n1cc(-c2ccc(F)cc2)nn1
-14%,O[C@@H]1CN(CC2CCCCC2)[C@@H](c2ccccc2)C[C@H]1n1cc(-c2ccc(F)cc2)nn1
-2%,COc1ccc([N+](=O)[O-])c(C=CC(=O)c2ccccn2)c1
-23%,Cc1ccc(C(=O)N(Cc2ccco2)c2c(N)n(Cc3ccccc3)c(=O)[nH]c2=O)cc1
-15%,CCCCCC(=O)N1C[C@@H](O)[C@H](n2cc(COC(=O)c3ccccc3)nn2)C[C@@H]1c1ccccc1
-12%,CC1=C(C(=O)N(C)C)CC(CC(=O)NC(c2ccccc2)c2ccccc2)C(=O)N1CCCN1CCCC1=O (stereo unspecified)
-1%,Cc1onc(-c2ccccc2)c1C(=O)OCC(=O)Nc1ccccc1Cl
0%,N#Cc1nc2ccccc2n1OCc1ccccc1
-16%,Cc1cc(Br)ccc1NC(=O)CN(C)C(=O)c1ccccc1OCc1c(C)noc1C
-22%,CC1CCc2sc(C(=O)NN=C3CCCC3)cc2C1 (stereo unspecified)
-17%,COCCn1c(SCC(=O)N2CCCC2)nc2c(c1=O)SCC2
-14%,COc1ccc2c(c1)CCCO[C@]21O[C@H](CCO)C[C@H](O)[C@H]1O
-10%,CN(Cc1ccc(Cl)cc1Cl)C(=O)C1CSC2(C)CCC(=O)N12 (stereo unspecified)
0%,Cc1cc(NC(=O)COC(=O)COc2ccc(Cl)c(C)c2)no1
-1%,COC(=O)N(C)C[C@@H]1OCc2cnnn2CCCC(=O)N([C@@H](C)CO)C[C@@H]1C
-9%,N#Cc1ccc(NC(=O)COC(=O)c2cccc(S(=O)(=O)N3CCCC3)c2)cc1

# (more compounds)
Pol eta inh,compound
-3%,O=C(c1cccs1)N1C[C@@H](n2cc(C3CC3)nn2)[C@H](O)C[C@@H]1c1ccc(Cl)cc1
-3%,COc1ccc(C(=O)NCCCNc2nc3cc(C)cc(C)c3cc2C#N)cc1
-10%,Cc1ccc(OCCCC(=O)N(C)CC(=O)Nc2c(C)cccc2C)cc1
-5%,O=C(CSc1nnc(-c2cccc(Br)c2)o1)NCC1CCCO1 (stereo unspecified)
-3%,Cc1cc(C)c2c(=O)n3c(nc2c1)C(CC(C)C)NC(=O)c1cc2ccccc2cc1-3 (stereo unspecified)
-8%,Cc1noc(C)c1NC(=O)N(C)C[C@@H]1Oc2ncc(Br)cc2C(=O)N([C@H](C)CO)C[C@@H]1C
-16%,CC1Cc2nc(SCC(=O)N3CCCCC3)n(C)c(=O)c2S1 (stereo unspecified)
-4%,C[C@@H]1CN([C@@H](C)CO)C(=O)CCCn2nncc2CO[C@H]1CN(C)S(=O)(=O)c1ccc(F)cc1
0%,CCCCN1C(=O)C(CC(=O)NC2CCCC2)CC(C(=O)N(C)C)=C1C (stereo unspecified)
-8%,Cc1ccc(C(=O)O)cc1NCc1cccnc1
-1%,COCCN(C(=O)COC(=O)C12CC3CC(CC(O)(C3)C1)C2)c1c(N)n(Cc2ccccc2)c(=O)[nH]c1=O
-19%,Cc1cc(C(=O)N2CCCC(CO)(Cc3ccc(F)cc3F)C2)nn1C (stereo unspecified)
-13%,CCc1ccc(/C=C2\SC(=S)N(CCCC(=O)Nc3cc(C)on3)C2=O)cc1
-5%,COc1ccc(-c2ccc(CN3C(C(C)C)C(=O)N(Cc4cn(Cc5ccco5)nn4)CCS3(=O)=O)cc2)cc1 (stereo unspecified)
-15%,COC(=O)c1cc(S(=O)(=O)Nc2cccc(-c3ccno3)c2)c[nH]1
-4%,CN(C)c1ncnc2c1nnn2C1OC(CO)C(O)C1O (stereo unspecified)
-27%,CC1=C(C(=O)N2CCOCC2)CC(CC(=O)NCCc2ccccn2)C(=O)N1Cc1ccc(F)cc1 (stereo unspecified)
-9%,C[C@@H]1CN([C@@H](C)CO)C(=O)CCCn2nncc2CO[C@@H]1CN(C)S(=O)(=O)c1ccc(-c2ccccc2)cc1
-4%,CCN(CC)C(=O)C1=C(C)N(CCCN2CCCC2=O)C(=O)C(CC(=O)NC2CC2)C1 (stereo unspecified)
-10%,CCn1cc(/C=C(\NC(=O)c2ccccc2OC)C(=O)N2CCOCC2)c2ccccc21

# Next section
Pol eta inh,compound
-22%,COc1ccc(-n2sc3ccccc3c2=O)cc1
5%,O=C(O)c1cccc2c1C(=O)c1ccc(N3CCN(Cc4ccc5c(c4)OCO5)CC3)cc1S2(=O)=O
2%,COc1ccc(CCNC(=O)COC(=O)C2=NNC(=O)CC2)cc1
-19%,O=C(C[C@H]1C(=O)N(CCc2ccccc2)C[C@@H]1Cc1ccccc1)Nc1ccc(Br)cc1

# Not all compounds are listed; the hit share may differ from the screen's.
